Rat MKP-3 inhibitors: inhibition of rat DUSP6 enzyme activity – biochemical, in vitro, primary screen (AID 425). one-dose inhibition, % at 20 µM; IC50 in µM for titrated hits. 110,000 tested, 0.17% active. recombinant MKP-3 phosphatase activity, fluorescence; higher % means a stronger effect; in the data active = inhibition above about 50%;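 note: plate controls were vehicle for no effect and reference inhibitor for full effect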
Hsp70 inhibitors: small molecules displacing fluorescent ligand from Hsp70 – biochemical, fluorescence polarization, primary screen (AID 583) | Hsp70 fluorescence polarization probe displacement, mP; higher % means a stronger effect | one-dose displacement, % at 20 µM; IC50 in µM for titrated hits | 140,000 tested, 0.06% active; in the data active = displacement above about 50%;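 note: plate controls were vehicle for no effect and reference ligand for full effect; a part of the inactive calls stands beside numbers as strong as those of hits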
* hit, by the source's call; · = not tested or not shown; & = joins results of further samples.

SMILES | Rat MKP-3 inhibitors | Hsp70 inhibitors
Cc1cc(C(=O)Nc2ccc(C(N)=O)cc2)ccc1[N+](=O)[O-] | 2% | 2.8%
O=C(COC(=O)c1ccccn1)Nc1cccc(Cl)c1 | -10% | 2.2%
O=C(NCCCN1CCOCC1)c1ccc([N+](=O)[O-])cc1 | 1% | -2.3%
CCN(c1cccc(C)c1)S(=O)(=O)c1ccc2c3c(cccc13)C(=O)N2 | · | 1.6%
O=C(Nc1ccc2c(c1)OCO2)c1c(F)c(F)c(F)c(F)c1F | -3% | -1.3%
COC(=O)c1ccc(C(=O)OC)c(NC(=O)CC(c2ccccc2)c2ccccc2)c1 | -2% | 3.6%
Cc1ccccc1N1C(=O)CC(Sc2nnc(-c3ccccc3)o2)C1=O (configuration not stated) | -4% | -1.3%
CC1=C(C(=O)N/N=C/c2c(O)ccc3ccccc23)Sc2ccccc2N1 | 3% | -1.3%
CCSc1nnc(NC(=O)CSc2nc3c(c(=O)n2-c2ccccc2OC)SCC3)s1 | · | 1.6%
O=C(O)CSCC(=O)c1ccccc1 | -9%&2% | 3.8%&-0.8%
O=C(Nc1ncccn1)c1ccc(Cl)s1 | 4% | -5.4%
Cc1cccc(OCC(O)CN2C(C)(C)CC(O)CC2(C)C)c1C (configuration not stated) | 0% | 3.3%
CCOC(=O)c1c(C)c(C(=O)NCc2cccnc2)c(C)n1C | 1% | 2.1%
Cc1sc2ncnc(SCC#N)c2c1C | 0% | 1.4%
N#C/C(=C/c1ccccc1[N+](=O)[O-])C(=O)Nc1cccc(Br)c1 | 2% | 4.5%
CCCCOc1ccccc1NC(=O)C(c1ccccc1)c1ccccc1 | 2% | 0.5%
CCN(c1ccccc1)S(=O)(=O)c1cc(OC)ccc1OC | · | 1.1%
O=C(O)C1C2CCC(C2)C1C(=O)Nc1nncs1 (configuration not stated) | 3% | -1.2%
COc1ccc(-c2noc(-c3ccc(C)c([N+](=O)[O-])c3)n2)cc1 | 1% | -3.0%
Cc1noc(C)c1S(=O)(=O)N1CCN(Cc2ccc3c(c2)OCO3)CC1 | -4% | 0.2%
CCCC(=O)Nc1ccc(N2CCN(C(=O)CCC)CC2)cc1 | -4% | -4.8%
O=S(=O)(c1ccccc1)c1nc(-c2ccco2)oc1N1CCOCC1 | -2% | 2.0%
COc1ccc(CC(=O)NC(C)(C)CC(C)=O)cc1OC | · | 4.0%
Cc1ccc(S(=O)(=O)Cc2ccc(C(=O)NCCCN3CCN(C)CC3)o2)cc1 | -11% | 0.6%
O=C(Nc1ccc(C(=O)N2CCOCC2)cc1)c1ccccc1Cl | 1% | 1.7%

The closing three compounds of the section above come first, to join the parts:
SMILES | Rat MKP-3 inhibitors | Hsp70 inhibitors
COc1ccc(CC(=O)NC(C)(C)CC(C)=O)cc1OC | · | 4.0%
Cc1ccc(S(=O)(=O)Cc2ccc(C(=O)NCCCN3CCN(C)CC3)o2)cc1 | -11% | 0.6%
O=C(Nc1ccc(C(=O)N2CCOCC2)cc1)c1ccccc1Cl | 1% | 1.7%
COc1ccc(/C=C/C(=O)NCc2ccc(Cl)cc2)cc1 | 1% | 0.4%
Cc1ccc(N2C(=O)CC(N3CCCN(C)CC3)C2=O)cc1 (configuration not stated) | -1% | 0.8%
CCC1(c2ccccc2)OC(=O)C2C3CCCCC3=C3CCCCC3C21 (configuration not stated) | -1% | 5.6%
CC1CCC(N2CCN(c3ncccn3)CC2)C1 (configuration not stated) | · | -4.5%
Cc1c(Br)c(C(F)(F)F)nn1CC(=O)N(C)c1ccccc1 | -6% | 4.0%
Cc1cccc(-n2c(=O)c(C#N)cc3c(=O)n4ccccc4nc32)c1 | · | 3.0%
CCOC(=O)N1CCC(NC(=O)c2ccc3c(c2)N(CC)CCS3)CC1 | -1% | ·
Cc1ccccc1Nc1nnc(SCC(=O)NC(=O)NCc2ccco2)s1 | -2% | 4.5%
CCN1C(=O)/C(=C\c2ccc(OCc3cccc4ccccc34)cc2)SC1=S | 2% | -3.6%
CC(=O)c1cc2c(cc1NS(=O)(=O)c1ccc(C)cc1)OCCO2 | -5% | 9.7%
COc1ccccc1C1C(C(N)=O)=C(C)Nc2nc(-c3ccccc3Cl)nn21 (configuration not stated) | -2% | -2.0%
c1coc(CNC2CCCCC2)c1 | · | 2.0%
COC(=O)c1ccc(-n2c(C)nc(=O)c(-c3ccccc3)c2C)cc1 | · | -4.3%
Cc1ccccc1NC(=O)C(=O)NNC(=O)c1ccc(Cl)cc1 | 3% | -2.4%
Cc1sc2ncnc(OCC(=O)c3ccc(S(=O)(=O)N4CCCC4)cc3)c2c1C | -13% | -4.0%
COc1ccc(-c2cc(C(=O)N3CCN(C)CC3)c3ccccc3n2)cc1OC | 0% | 2.6%
CCOC(=O)c1c(N)sc2c1CCN(Cc1ccccc1)C2 | 0% | -13%
COc1ccccc1N(CC(=O)NC(C)(C)C)C(=O)Cn1nnc(-c2ccc(C)o2)n1 | -9% | 3.4%
CC1CN(c2ccc(S(=O)(=O)N3CCOCC3)cn2)CC(C)O1 (configuration not stated) | · | -0.7%
COc1c(N2CCN(C(=S)NCc3ccccc3)C(C)C2)c(F)cc2c(=O)c(C(=O)O)cn(C3CC3)c12 (configuration not stated) | · | 0.9%
Cc1cc(C)n(-c2nc3c(c(=O)[nH]c(=O)n3C)n2CC(O)COc2ccccc2C)n1 (configuration not stated) | -5% | -2.1%
O=C1c2oc3ccc(F)cc3c(=O)c2C(c2ccc(F)cc2)N1CCCN1CCOCC1 (configuration not stated) | -3% | -6.7%
Cc1nn(C)c(C)c1S(=O)(=O)NCc1cccs1 | 4% | -2.7%
CCc1[nH]nc2c1C(c1cccc(OC(=O)N3CCOCC3)c1)C(C#N)=C(N)O2 (configuration not stated) | 6% | -0.7%
CCc1ccc(NC(=O)CCN2C(=O)c3cccnc3C2=O)cc1 | -6% | -0.3%

3 of the compounds above, with two lines to a compound:
The line under a structure holds: Rat MKP-3 inhibitors | Hsp70 inhibitors
> c1coc(CNC2CCCCC2)c1
    · | 2.0%
> COC(=O)c1ccc(-n2c(C)nc(=O)c(-c3ccccc3)c2C)cc1
    · | -4.3%
> Cc1ccccc1NC(=O)C(=O)NNC(=O)c1ccc(Cl)cc1
    3% | -2.4%

Next compounds.
SMILES | Rat MKP-3 inhibitors | Hsp70 inhibitors
O=[N+]([O-])c1ccc(Sc2cccc3cccnc23)cc1 | · | -2.6%
CC1CCN(CCNC(=O)CN(C)S(=O)(=O)c2cccc3nsnc23)CC1 | -4% | 3.5%
COc1ccc(N2C(=O)/C(=C/c3cc(Br)cc(OC)c3O)SC2=S)cc1 | 1% | 2.3%
COc1ccccc1NC(=O)CSc1nc2sc(C)c(C)c2c(=O)n1Cc1ccco1 | 0% | -2.9%
Cc1ccc(N(C(=O)c2ccc(Br)o2)C2C=CS(=O)(=O)C2)cc1 (configuration not stated) | 0%&2% | 2.3%&-0.7%
O=C1NC(=S)N/C1=C/c1ccc(-c2cccc(Cl)c2Cl)o1 | 4% | 2.4%
O=C1C2C3CC4C2C(=O)C2(c5ccccc5)C1C3C42 (configuration not stated) | -4% | 0.7%
O=C(Cn1nnc2c(cnn2-c2ccc(F)cc2)c1=O)c1ccccc1F | -10% | -6.9%
CCCn1c(SCC(=O)OCc2ccccc2)nc2c1c(=O)n(C)c(=O)n2C | 3% | 6.7%
Cc1cc(Cl)ccc1NC(=O)C(=O)NC(C)C | 4% | -0.3%
COc1ccc(CCC(=O)Nc2cc(Cl)ccc2Cl)cc1 | 2% | 3.4%
CCCOC(=S)Nc1ccccc1 | · | -1.0%
COc1ccc(-c2nnc(NC(=O)C3CCCO3)s2)cc1 (configuration not stated) | · | 2.9%
COC(=O)c1c(N)sc(C(=O)Nc2ccc(C)cc2C)c1C | -1% | 1.2%
CCOC(=O)/C=c1\sc2n(c1=O)CCN=2 | 6% | -7.7%
O=C1CCCC/C1=C\Nc1ccc(Cl)cn1 | -7% | 5.8%
Cc1ccc(-c2nnc(SCC(=O)N3CC(C)CC(C)C3)o2)cc1C (configuration not stated) | 4% | 1.8%
O=C(NCc1ccc(F)cc1)c1cc2sccc2n1Cc1ccc(F)cc1 | · | 1.7%
CCOC(=O)C1=C(O)/C(=C/c2ccc(F)cc2)SC1=Nc1ccccc1 | 3% | -1.3%
Cc1ccc(C)n1-c1ccc(OCC(=O)O)cc1 | 26% | 62%*
COc1ccccc1NC(=O)c1ccc(C(=O)c2c(C)cc(C)cc2C)cc1 | 5% | -2.0%
c1ccc(Cn2c(NCc3ccco3)nc3ccccc32)cc1 | 0% | 5.0%
COc1cccc(C(=O)NNC(=O)c2ccc(F)cc2)c1 | 0% | 4.6%
N#Cc1cccc(-n2c(-c3ccccc3)nnc2-c2ccccc2)c1C#N | -10% | -2.8%
COc1cc(CC(=O)OCC(=O)Nc2ccc(S(=O)(=O)N3CCCC3)cc2)cc(OC)c1OC | 8% | 6.1%

Entries of single compounds as entered above.
Profile of `O=C1CCCC/C1=C\Nc1ccc(Cl)cn1` → Rat MKP-3 inhibitors: -7%; Hsp70 inhibitors: 5.8%
Profile of `O=C(Cn1nnc2c(cnn2-c2ccc(F)cc2)c1=O)c1ccccc1F` → Rat MKP-3 inhibitors: -10%; Hsp70 inhibitors: -6.9%

Additional results.
SMILES | Rat MKP-3 inhibitors | Hsp70 inhibitors
O=[N+]([O-])c1cccc(S(=O)(=O)Nc2cccc(F)c2)c1 | 3% | -7.1%
COCCCNC(=O)CN(c1cccc(OC)c1)S(=O)(=O)c1ccccc1 | 0% | 6.0%
Cc1ccc(Cn2c(CN(C)Cc3ccccc3)nc3c2c(=O)n(C)c(=O)n3C)cc1 | -8% | 4.5%
CCOC(=O)C1=NNC2C(=O)N(CC)C(=O)C12 (configuration not stated) | 0% | -2.4%
O=C(c1cc2ccccc2o1)N1CCN(S(=O)(=O)c2cccs2)CC1 | · | 1.8%
Oc1ccc(CN2CCN(Cc3ccccc3)CC2)c2cccnc12 | -15% | -3.0%
Cc1cccc(OCCCCN2CCCC2)c1C | -1% | 5.2%
O=C(Cc1c(O)c2ccccc2[nH]c1=O)NCc1ccc(F)cc1 | -7% | -2.4%
O=C(c1ccccc1SCc1ccc(F)cc1)N1CCOCC1 | 2% | 0.9%
COc1cccc(C(c2sc3nc(C)nn3c2O)N2CCC3(CC2)OCCO3)c1 (configuration not stated) | 10% | 14%
CCOC(=O)c1ccc(N=CC2=C(O)CC(c3ccco3)CC2=O)cc1 (configuration not stated) | 0% | -2.1%
O=C(Nc1ccc(Cl)c(-c2nc3ccccc3o2)c1)c1ccc(Br)cc1 | 1% | -24%
O=C(CCNc1cccc(Br)c1)c1cccs1 | 2% | 1.3%
Cc1ccc(NC(=S)NC(=O)c2ccco2)c(Br)c1 | -1% | -3.2%
COc1ccc2c(CC(=O)N3CCc4ccccc43)coc2c1 | · | -1.0%
COc1cccc(C(=O)NCc2n[nH]c(=S)n2-c2cccc(C)c2)c1 | 1% | 0.8%
CCOC(=O)c1nn(-c2ccc(F)cc2)c2nc(CC(C)C)c(C#N)c(=O)n12 | · | 1.2%
O=C(Cn1cnc2ccccc2c1=O)OCC(=O)c1ccc2c(c1)OCCO2 | -14% | 4.7%
CCOc1ccc(NC(=O)CC2C(=O)N(c3ccccc3)C(=O)N2Cc2ccccn2)cc1 (configuration not stated) | · | 5.2%
CC1CN(C(=O)CCc2ccccc2)C(C)CN1C(=O)CCc1ccccc1 (configuration not stated) | · | 4.5%
Cc1cnnn1-c1ccc(C(=O)CCl)cc1 | · | -0.7%
CC1(C)OC(=O)N(c2ccccc2)C12C=Cc1c(ccc3ccccc13)O2 (configuration not stated) | · | -1.6%
CNC(=O)Nc1cccc(C(F)(F)F)c1 | -9% | 2.4%
CCCc1nc(N)c(C#N)c(N)c1C#N | -8% | -1.7%
N#CC1=C(SCC(=O)NCc2ccccc2)NC(=O)CC1c1ccco1 (configuration not stated) | · | -1.1%

3 structures from above, ordered by molecular weight, rising.
SMILES | Rat MKP-3 inhibitors | Hsp70 inhibitors
Cc1ccc(NC(=S)NC(=O)c2ccco2)c(Br)c1 | -1% | -3.2%
O=C(Cn1cnc2ccccc2c1=O)OCC(=O)c1ccc2c(c1)OCCO2 | -14% | 4.7%
CCOc1ccc(NC(=O)CC2C(=O)N(c3ccccc3)C(=O)N2Cc2ccccn2)cc1 (configuration not stated) | · | 5.2%

Other entries:
SMILES | Rat MKP-3 inhibitors | Hsp70 inhibitors
COc1ccc(NC(=O)C2CCCN(CCCc3ccccc3)C2)cc1OC1CCCC1 (configuration not stated) | 6% | -1.1%
CCn1c(SCC(=O)n2c(C)c(C)c3ccccc32)nnc1-c1ccco1 | 2% | 0.5%
O=C1C2CCCC2=NN1c1ccccc1 (configuration not stated) | 1% | -0.4%
CCCOc1cc(C)c(S(=O)(=O)N2CCN(C)CC2)cc1C | -3% | 0.6%
O=C(CC1Nc2ccccc2NC1=O)c1ccccc1 (configuration not stated) | 1%&3% | -20%&-14%
CC(C)CCNc1ncnc2c1nnn2Cc1ccccc1Cl | 2% | -1.3%
Cc1ccccc1OCC(=O)Nc1cc([N+](=O)[O-])ccc1Cl | -1% | 4.1%
CC1(C)CC(N2CCC(=O)N(C3CC(C)(C)NC(C)(C)C3)C2)CC(C)(C)N1 | -1% | 5.0%
CN1C(c2ccccc2)CC(O)(c2ccccc2)CC1c1ccccc1 (configuration not stated) | 6% | -0.9%
CCOC(=O)c1c(NC(=O)c2ccc(C)cc2)sc2c1CC(C)(C)OC2 | · | -0.2%
CCN(CC)C(=O)N1CCN(S(=O)(=O)c2ccc(C)c(C)c2)CC1 | 0% | 2.7%
O=C1CCN(Cc2nnnn2CC2CCCO2)c2ccccc2N1 (configuration not stated) | -12% | -2.7%
FC(F)(F)c1cc(-c2ccco2)nc(N2CCOCC2)n1 | 2% | 13%
Cc1cccc(NC(=O)C2CCCN(S(=O)(=O)c3cccc4cccnc34)C2)c1 (configuration not stated) | -4% | -0.1%

Source: PubChem BioAssay

These rows are one share of the data; rates above refer to the full screens.
